Screening data from PubChem.
PLC-beta3 inh: human PLC-beta3 inhibitors, primary screen, biochemical, fluorescence. 1-phosphatidylinositol 4,5-bisphosphate phosphodiesterase beta-3 (Homo sapiens), Q01970. hit rate 0.18% among 370,000. Purified PLC-beta3, fluorogenic substrate. inhibition, % at 12.2 µM; in the data active means inhibition above about 11%;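 further: 0% = median of compound wells on plate and 100% = full blocker control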
DDE Tn6 FP inh: inhibitors of Tn6 peptide binding to fibrin DD(E), primary screen, biochemical, fluorescence polarization, human fibrin, Tn6 probe | hit rate 0.21% among 370,000 | Fibrinogen beta chain (Homo sapiens), P02675 | AID 720509, 2013 | inhibition, % at 8.3 µM | Fibrin DD(E) TRITC-Tn6 fluorescence polarization displacement;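 active means inhibition above a per-campaign cutoff: mean of compounds within control limits plus 3 SD, cut at about 15% in these data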;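 further: 0% = median of all compound wells on the plate and 100% = blocking peptide control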
Tn7 DDE FP: inhibitors of Tn7 peptide binding to fibrin DD(E), primary screen, biochemical, fluorescence polarization, human fibrin, Tn7 probe | hit rate 0.13% among 370,000 | inhibition, % at 8.3 µM | AID 720508, 2013 | FP displacement of FITC-Tn7 peptide from fibrin DD(E); 0% = median of compound wells per plate;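 active means inhibition above the mean of compounds falling within the control limits plus 3 SD of them, cut at about 14% in these data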;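 further: 0% = plate median of compound wells and 100% = 10 µM Aha-Tn7 peptide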
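assay system = human clot-derived fibrin DD(E) complex | quantity = Fibrin-DD(E) at 2 µM final | timing = 10 min preincubation, 3 h with tracer, room temperature | signal = fluorescence polarization | measure = percent inhibition | benchmarks = high control wells with 10 µM unlabelled Aha-Tn7 peptide (full inhibition) | replicates = singlicate testing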
UHRF1 MBD2 ctr: UHRF1 methylated DNA binding inhibitors, primary screen, counter-screen for MBD2 inhibitor project, biochemical, TR-FRET, human UHRF1, single concentration | inhibition, % at 4.4 µM | hit rate 0.75% among 370,000 | UHRF1 binding to methylated oligo | E3 ubiquitin-protein ligase UHRF1 (Homo sapiens), Q96T88; in the data active means inhibition above about 21%;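 further: UHRF1 SRA domain binding a hemimethylated CpG hairpin DNA probe; 0% = median of test compound wells and 100% = reference inhibitor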
proKLK7 act: proKLK7 zymogen activators, primary screen, biochemical, fluorescence intensity; Kallikrein-7 (Homo sapiens), P49862; purified proKLK7, EDANS-DABCYL substrate fluorescence; 100% is mature enzyme control, 0% vehicle; activation, % at 7 µM; hit rate 0.9% among 370,000; AID 652039, 2013;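 active means activation above the mean of all tested compounds plus 3 SD, computed per campaign excluding outliers beyond control limits, cut at about 13% in these data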
Target sequence (P49862 whole entry, looked up): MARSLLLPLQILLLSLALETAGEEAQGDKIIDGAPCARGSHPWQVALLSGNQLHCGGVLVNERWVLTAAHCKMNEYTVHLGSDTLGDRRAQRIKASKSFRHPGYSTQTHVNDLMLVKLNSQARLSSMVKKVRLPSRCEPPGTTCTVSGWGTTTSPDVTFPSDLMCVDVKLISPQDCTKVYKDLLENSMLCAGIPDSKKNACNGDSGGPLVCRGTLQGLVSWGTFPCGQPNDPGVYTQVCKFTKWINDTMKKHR
PLC-gamma1 inh: PLC-gamma1 enzyme inhibitors, primary screen, biochemical, fluorescence, purified enzyme. 1-phosphatidylinositol 4,5-bisphosphate phosphodiesterase gamma-1 (Homo sapiens), P19174. fluorogenic substrate. inhibition, % at 12.2 µM. hit rate 0.84% among 370,000; in the data active means inhibition above about 9.5%
ARFGAP1 inh: inhibitors of rat ARFGAP1 GAP activity, primary screen, biochemical, fluorescence polarization, GDP tracer; Arfgap1-stimulated ARF1 GTP hydrolysis, GDP FP detection; inhibition, % at 16.5 µM; hit rate 0.26% among 360,000; AID 651572, 2012;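 active means inhibition above a per-plate limit, mean inhibition of low control wells plus 3 SD, cut at about 25% in these data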;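 further: 0% = DMSO wells with enzyme and 100% = wells lacking Arfgap1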
Target sequence (Q62848 1-136 limits assumed): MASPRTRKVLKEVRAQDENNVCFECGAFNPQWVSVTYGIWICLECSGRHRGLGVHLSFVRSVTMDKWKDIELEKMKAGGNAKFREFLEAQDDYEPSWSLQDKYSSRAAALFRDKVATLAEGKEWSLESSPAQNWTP
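Replicates: Single well per compound | Assay system: Truncated rat Arfgap1 GAP domain | Control set: No-Arfgap1 wells (100%) versus DMSO full-reaction wells (0%) | Times: Enzyme reaction 120 min at 25 °C after 20 min preincubation | Reagent: Human ARF1(Δ1-17)-GTP substrate | Measured by: Tracer-displacement fluorescence polarization with EDTA stop, 620/688 nm | Measure: Percent inhibition of Arfgap1-stimulated GTP hydrolysis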
ASAP1 GAP inh: inhibitors of human ASAP1 ArfGAP activity, primary screen, biochemical, fluorescence polarization | ASAP1-stimulated ARF1 GTP hydrolysis, GDP FP detection | Arf-GAP with SH3 domain, ANK repeat and PH domain-containing protein 1 (Homo sapiens), … | hit rate 0.19% among 360,000 | AID 624377, 2012 | inhibition, % at 16.5 µM; in the data active means inhibition above about 25%;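 further: 0% = vehicle with enzyme and substrate and 100% = no enzyme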
MBD2 DNA inh: inhibitors of MBD2 binding to methylated DNA, primary screen, biochemical, TR-FRET, DNA-binding domain, human; Methyl-CpG-binding domain protein 2 (Homo sapiens), Q9UBB5; MBD2 binding to methylated oligonucleotide; inhibition, % at 4.4 µM; hit rate 0.31% among 370,000; AID 686964, 2013; in the data active means inhibition above about 13%
ADAM17 inh: ADAM17 inhibitors, primary screen, biochemical, QFRET | Disintegrin and metalloproteinase domain-containing protein 17 (Homo sapiens), P78536 | recombinant ADAM17, EDANS/DABCYL FRET peptide cleavage | inhibition, % at 6.95 µM | AID 720648, 2013 | hit rate 0.83% among 370,000;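 active means inhibition above the mean of compounds lying between control limits plus 3 SD, set per campaign, cut at about 8.5% in these data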;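 further: 0% = DMSO-only wells as the low control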
Target sequence (P78536 215-824 limits assumed): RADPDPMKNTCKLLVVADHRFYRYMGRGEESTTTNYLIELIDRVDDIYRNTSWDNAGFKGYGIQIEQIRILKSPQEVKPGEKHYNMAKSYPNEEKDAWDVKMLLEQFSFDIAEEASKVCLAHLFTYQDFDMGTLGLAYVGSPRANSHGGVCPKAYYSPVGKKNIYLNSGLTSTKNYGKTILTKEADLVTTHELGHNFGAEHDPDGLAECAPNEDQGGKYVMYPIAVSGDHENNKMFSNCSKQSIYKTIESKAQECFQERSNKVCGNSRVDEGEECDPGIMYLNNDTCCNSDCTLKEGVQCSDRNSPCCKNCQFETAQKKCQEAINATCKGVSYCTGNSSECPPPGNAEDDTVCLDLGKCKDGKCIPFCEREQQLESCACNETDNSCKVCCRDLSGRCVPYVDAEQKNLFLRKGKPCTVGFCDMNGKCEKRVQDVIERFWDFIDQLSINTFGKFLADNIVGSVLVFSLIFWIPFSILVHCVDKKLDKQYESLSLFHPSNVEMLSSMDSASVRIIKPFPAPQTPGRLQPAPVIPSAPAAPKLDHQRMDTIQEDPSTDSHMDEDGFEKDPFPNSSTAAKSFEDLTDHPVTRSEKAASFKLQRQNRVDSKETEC
Numbers without * were called inactive; i = inactive; / = not tested or not shown. Outcome played no part in choosing rows; overall some 4.1% were active at least once.

SMILES	PLC-beta3 inh	DDE Tn6 FP inh	Tn7 DDE FP	UHRF1 MBD2 ctr	proKLK7 act	PLC-gamma1 inh	ARFGAP1 inh	ASAP1 GAP inh	MBD2 DNA inh	ADAM17 inh
Cc1ccc(NC(=O)c2cc(-c3cc(F)ccc3OCC3CCCO3)n[nH]2)cc1NS(C)(=O)=O (configuration not stated)	-1	9	-2	0	0.7	2	-10	-5	3	0
CC(=O)CC1c2cc(F)ccc2C=C(c2ccsc2)N1c1ccc(-c2cccnc2)cc1 (configuration not stated)	-190	-14	-1	-2	-13	-146	-6	-4	-2	-39
CC1CCN(C(=O)C2CCN(S(=O)(=O)c3cccs3)CC2)CC1	0	5	6	2	-0.3	-1	13	8	6	-5
Cc1ccc2[nH]cc(CCNC(=O)C3CCCCC3)c2c1	1	1	-1	-1	0.5	4	-9	-3	-4	0
C=CCNc1nc(-c2ccc(O)c(C(N)=O)c2)cs1	-15	-5	-1	5	0.4	-14	13	19	2	-2
COc1ccc(C2C(=O)c3ccccc3C2=Nc2ccc(Br)cc2)cc1 (configuration not stated)	-6	3	3	-1	-0.2	1	11	8	0	-2
Cc1ccc(Nc2nc(N)nc(CSC(=S)N3CCOCC3)n2)cc1	2	2	-2	2	-0.1	0	9	1	3	3
Cc1onc(-c2ccccc2)c1C(=O)NC(C)C	1	2	0	-2	0.2	1	-8	0	3	-1
CCOC(=O)c1ccc2c(c1)N(Cc1ccccc1C)C(=O)c1ccccc1S2=O (configuration not stated)	2	2	0	0	0.2	0	2	5	-1	-2
O=C(Cn1nnc2ccccc2c1=O)NCc1ccco1	-1	0	4	-1	-0.5	-2	6	-5	1	-4
Clc1ccsc1-c1ccc2ccccc2n1	-3	0	0	-1	-0.2	-3	0	6	0	-4
CC(C)C[C@H](NC(=O)c1cccs1)C(=O)N1CCC[C@H]1C(=O)NCc1ccccc1	-1	1	-6	2	0.6	2	13	-1	3	-6
COCC(C)N1CCC(n2nccc2NC(=O)c2ccc3c(c2)OCO3)CC1 (configuration not stated)	-5	-6	-10	-5	0.2	3	-5	13	-7	0
N=C1C(=O)OCC1c1ccccc1NC(=O)c1ccc(F)cc1 (configuration not stated)	-46	0	5	51*	0.0	-39	-10	-16	-1	-6
CC(C)(C)n1nnnc1C(c1ccc(F)cc1)N(Cc1ccc(F)cc1)Cc1ccco1 (configuration not stated)	3	-5	9	1	0.4	1	7	3	-4	-2
COc1ncnc2c1ncn2CCCN1CCN(Cc2ccc(C)cc2)CC1	-1	-1	4	-1	0.8	-2	15	-4	3	-6
CCOC(=O)[C@@]12CCCC3=C1N(CCC3)C(=O)[C@H]2CC(=O)NCC12CC3CC(CC(C3)C1)C2	-2	-8	5	0	0.4	-4	/	/	-8	-4
Cc1cccc(N2CC(C(=O)Nc3ccccc3N3CCOCC3)CC2=O)c1C (configuration not stated)	7	10	-10	2	-1.4	6	-4	7	2	3
O=C(CSc1nnc(Cc2ccccc2)o1)Nc1cccc(F)c1	-8	-7	-4	4	0.2	0	8	2	4	-3
N#C/C(=C(/O)COC(=O)CCCNC(=O)c1ccc(Cl)cc1)c1nc2ccccc2[nH]1	-29	-3	1	0	-1.2	-14	14	-3	3	4
COc1ccc(C(=O)COC(=O)CCc2ccccc2)cc1	-12	4	4	2	0.4	-1	3	-8	4	-7
O=C(O)C1(Nc2ccc([N+](=O)[O-])cc2[N+](=O)[O-])CCCC1	4	3	2	-4	-0.1	1	3	-11	-6	1
Cc1ccc(Cl)cc1N1CCN(S(=O)(=O)c2ccc3c(c2)OCCO3)CC1	-1	3	-2	5	-0.1	-3	-7	-5	-5	-3
Cc1ccc(C)c(NC(=O)COC(=O)c2nc(Cl)ccc2Cl)c1	-11	1	-1	-3	0.4	-4	10	-14	3	-7
Cc1ccc(S(=O)(=O)NCC(=O)OCc2ccccc2)cc1	-11	-2	-1	2	-0.6	0	10	5	2	-6

Reprinted from the part before: two compounds, then new ones.
SMILES	PLC-beta3 inh	DDE Tn6 FP inh	Tn7 DDE FP	UHRF1 MBD2 ctr	proKLK7 act	PLC-gamma1 inh	ARFGAP1 inh	ASAP1 GAP inh	MBD2 DNA inh	ADAM17 inh
Cc1ccc(C)c(NC(=O)COC(=O)c2nc(Cl)ccc2Cl)c1	-11	1	-1	-3	0.4	-4	10	-14	3	-7
Cc1ccc(S(=O)(=O)NCC(=O)OCc2ccccc2)cc1	-11	-2	-1	2	-0.6	0	10	5	2	-6
COc1ccc(NC(=O)Nc2ccccc2)cc1S(=O)(=O)N1CCCCC1	1	3	1	-1	0.0	0	-11	11	1	3
CN(C)S(=O)(=O)N1CCC(CCCC2CCN(S(=O)(=O)N(C)C)CC2)CC1	0	7	-7	3	-0.2	-1	4	0	4	-2
Cc1ccc(Nc2nc(Cl)nc3ncn(C)c23)c(C)c1	0	-6	1	14	-0.5	-2	3	-1	4	-3
CCN(CC)CCN(C(=O)C1=COCCO1)c1nc2ccc(C)cc2s1	-6	-5	6	4	-0.8	-3	-5	8	4	-7
COc1ccc2c(C)c(Cl)c(=O)oc2c1	-306	-2	-8	-6	6.6	-264	11	8	3	i
Cc1cccc(Nc2ccccc2C(=O)OCC(=O)NCc2ccco2)c1C	-56	-8	-5	2	-3.7	-57	-4	0	2	-12
O=[N+]([O-])c1nn(-c2ccc3c(c2)OCCO3)n(O)c1=Nc1ccc(Cl)cc1	-1	0	-9	3	0.4	0	5	4	0	2
COc1cc(/C=C/c2cccc[n+]2C)ccc1OCC(=O)Nc1cccc(Cl)c1	-368	-1	-7	-5	2.9	-277	1	10	1	-8
O=C(Nc1ccc(O)cc1)C1CCCO1 (configuration not stated)	-1	2	-2	3	0.3	1	-6	-6	0	0
Cc1cc(C)n2nc(C(=O)OCC(=O)c3cc(C)n(CC4CCCO4)c3C)nc2n1 (configuration not stated)	-3	-1	0	0	0.2	-2	4	3	0	-5
CNc1nc(NC)nc(-n2c(C(F)(F)F)nc3ccccc32)n1	-1	1	1	3	0.2	-1	6	-11	1	-4
CCOC(=O)N1CCC(NC(=O)C2CCN(S(=O)(=O)N3CCCC3)CC2)CC1	3	-2	10	-3	0.2	3	-2	-2	-6	-4
COC(=O)c1ccc(/C=C2/SC(=S)N(CCCC(=O)Nc3ccc(O)cc3)C2=O)cc1	-8	-4	7	-1	-0.1	2	-31	-2	1	-5
Cc1ccc(C(C)C)c(OCC(O)CN2CCc3ccccc3C2)c1 (configuration not stated)	-2	-7	-1	6	-0.2	9	-3	6	0	5
Cc1ccc(S(=O)(=O)NNC(=O)c2cc(C)c(C)cc2N)cc1	-43	3	6	-1	0.2	-31	3	3	5	-23
Cc1ccc2[nH]c(C(=O)N/N=C/c3ccc([N+](=O)[O-])cc3)c(C)c2c1	-5	-6	2	-2	0.4	5	13	9	-4	0
Cc1cc(C)cc(CC2CC(=O)N(c3nc(C)cc(C)n3)C2=O)c1 (configuration not stated)	3	5	6	-4	1.1	4	-2	-3	-4	1
CCN1CCN(CCOCCOc2ccccc2)CC1	-6	-6	-2	-1	-0.3	-1	1	7	-3	-1
CN(C)/C(=N\S(=O)(=O)c1ccc(F)cc1)c1ccccc1	-1	0	1	-1	-0.6	2	2	-14	1	-4
O=C(Cc1noc2ccccc12)NNC(=S)Nc1ccc(Cl)cc1	-4	-3	-4	0	-0.1	8	-10	12	-1	12*
CC(C)NC(=O)N1CCCN(c2nc3ccc(Cl)cc3s2)CC1	2	0	-5	5	0.4	-4	-4	4	5	2
CC(C)N1C(=S)N(Cc2ccco2)C(=O)C1CC(=O)Nc1ccccc1 (configuration not stated)	-3	-2	2	1	0.3	0	7	11	-3	-4
COC(=O)CNC(=O)Cc1c(C)n(C(=O)c2ccc(Cl)cc2)c2ccc(OC)cc12	-15	3	3	3	-0.3	0	3	0	2	-3
O=C(NCc1ccc(F)cc1)C(=O)Nc1nc(C23CC4CC(CC(C4)C2)C3)cs1	-1	-2	2	1	0.8	0	-3	-4	-2	-2
CC(C)CCc1c(O)nc(SCC(C)C)[nH]c1=O	3	-10	-4	2	-0.7	1	11	2	-7	0

More entries
SMILES	PLC-beta3 inh	DDE Tn6 FP inh	Tn7 DDE FP	UHRF1 MBD2 ctr	proKLK7 act	PLC-gamma1 inh	ARFGAP1 inh	ASAP1 GAP inh	MBD2 DNA inh	ADAM17 inh
Cc1ccc(C(=O)N2CCc3ccccc32)cc1NC(=O)c1ccco1	-3	-9	-3	0	0.2	2	-1	10	0	-1
COc1ccc(/C=C2\CN(Cc3ccccc3)C/C(=C\c3ccc(OC)cc3OC)C2=O)c(OC)c1	-40	1	0	0	0.8	-23	4	-2	0	4
O=C(/C=C\c1cccs1)N1CCN(Cc2ccc3c(c2)OCO3)CC1	0	2	-2	-2	0.1	0	0	-2	-6	-4
Cc1ccc(S(=O)(=O)NCC(=O)OCC(=O)N2CCN(C(=O)c3ccco3)CC2)cc1C	-9	-1	1	1	0.4	2	6	-7	2	-6
COc1ccccc1CCNC(=O)C1CCC(=O)N(Cc2ccccc2OC)C1 (configuration not stated)	-9	4	3	1	-0.2	0	4	-8	2	-5
N#CCCN1CCN(S(=O)(=O)c2ccc(S(=O)(=O)NC3CCCC3)cc2)CC1	3	-10	-1	4	0.7	-1	8	18	3	-1
COc1cccc(-n2c(CN3CCN(Cc4ccccc4)CC3)nc3ccc([N+](=O)[O-])cc3c2=O)c1	-2	0	-1	0	0.4	-1	0	2	-1	4
O=C(O)c1cccc(-n2cccc2/C=C2\SC(=O)N(Cc3ccccc3F)C2=O)c1	-1	-2	-4	5	-0.5	-1	-10	7	2	-3
CSc1nnc(SCc2nc3sc(C(=O)O)c(C)c3c(=O)[nH]2)s1	-65	-4	1	32*	1.1	-34	3	-13	3	-2
Cc1ccc2cc(CCNC(=O)CC(C)(C)C)c(=O)[nH]c2c1C	6	-3	-1	0	-0.6	3	6	-5	0	1
CCOC(=O)N1CCN(C(=O)c2ccc(OC)cc2)CC1	-5	0	8	2	0.4	0	6	1	-3	0
O=C1Nc2cc(C(=O)NCCCN3CCOCC3)ccc2S/C1=C/c1cccc(Cl)c1	-106	5	1	-3	0.0	-61	4	12	3	3
